CCT modulator – cytosolic chaperonin activity modulation; purified chaperonin ATPase assay, HTRF ADP detection, 30 min; activity change, % (no concentration beside the values), hits read low; 0.3% of 360,000 active; AID 651819; in the data active = activity change below about -30%; note: % is set by controls: 0 for no effect and ±100 for the full control effect
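First, chaperonin was dispensed at 40 nM or 20 nM final depending on batch activity. Next, compounds were pinned at 76 uM and ATP added at 10 uM. After 30 min at 37 °C, ADP detection reagents ran 30 min at ambient temperature.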
WRN inhibitor – inhibitors of human WRN helicase; Q14191; WRN helicase unwinding, fluorescent forked duplex, kinetic; Potency, µM (series often up to 114 µM), inactives show at the top dose activity change, negative = inhibition, most hits filed as inhibitors; 0.46% of 360,000 active; note: potency is the fitted concentration of half-maximal effect; % is set by controls: 0 for no effect and ±100 for the full control effect; nearly all actives have a fitted effect of over 55% in size
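Screening of the MLSMR collection measured strand separation of a quenched forked DNA duplex (100 nM) by 20 nM WRN with 2 mM ATP, all final. Compounds were preincubated with enzyme 15 min at room temperature.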
PI5P4K alpha inh – blocks human PI5P4K alpha kinase activity | P48426 | max response, % | 1.2% of 330,000 active | AID 652105 | PI5P4Kalpha enzyme, ADP-Glo luminescence, 60 min; active compounds read low; active = max response of -50% or lower; inconclusive = between -30% and -50%; inactive = -30% or higher; note: value at the top dose of about 77 µM; % is set by controls: 0 for no effect and ±100 for the full control effect
Target sequence (P48426 whole entry, looked up): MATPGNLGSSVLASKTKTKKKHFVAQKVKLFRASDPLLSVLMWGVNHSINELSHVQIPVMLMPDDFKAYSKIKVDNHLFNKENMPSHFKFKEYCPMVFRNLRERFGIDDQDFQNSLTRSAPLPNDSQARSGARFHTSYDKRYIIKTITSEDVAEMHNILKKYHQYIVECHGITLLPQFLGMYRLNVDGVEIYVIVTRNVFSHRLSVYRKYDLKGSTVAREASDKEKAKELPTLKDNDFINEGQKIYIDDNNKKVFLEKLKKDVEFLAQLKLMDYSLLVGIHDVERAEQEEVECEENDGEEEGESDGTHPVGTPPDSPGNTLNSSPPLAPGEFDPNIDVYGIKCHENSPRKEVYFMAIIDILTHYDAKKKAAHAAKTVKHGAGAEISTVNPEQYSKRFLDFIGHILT
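Human PI5P4Kalpha with substrate in 0.038 M HEPES pH 7.4, 0.28 mM EGTA, 0.1% CHAPS, 5% DMSO; reaction started with 5 microM ATP (final), 60 min at room temperature. ADP formed read by ADP-Glo luminescence.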
PLK1 PBD inh – blocks phosphopeptide binding to human PLK1 polo-box domain; AID 720504; Potency, µM, inactives show max response, negative = inhibition, hits mostly inhibitors; 2.8% of 360,000 active; Plk1 PBD binding of FITC phosphopeptide, fluorescence polarization; note: potency is the fitted concentration of half-maximal effect; series mostly up to about 57 µM; % is set by controls: 0 for no effect and ±100 for the full control effect; nearly all actives have a fitted effect of over 65% in size
Target sequence (P53350 whole entry, looked up, the tested form may be a part): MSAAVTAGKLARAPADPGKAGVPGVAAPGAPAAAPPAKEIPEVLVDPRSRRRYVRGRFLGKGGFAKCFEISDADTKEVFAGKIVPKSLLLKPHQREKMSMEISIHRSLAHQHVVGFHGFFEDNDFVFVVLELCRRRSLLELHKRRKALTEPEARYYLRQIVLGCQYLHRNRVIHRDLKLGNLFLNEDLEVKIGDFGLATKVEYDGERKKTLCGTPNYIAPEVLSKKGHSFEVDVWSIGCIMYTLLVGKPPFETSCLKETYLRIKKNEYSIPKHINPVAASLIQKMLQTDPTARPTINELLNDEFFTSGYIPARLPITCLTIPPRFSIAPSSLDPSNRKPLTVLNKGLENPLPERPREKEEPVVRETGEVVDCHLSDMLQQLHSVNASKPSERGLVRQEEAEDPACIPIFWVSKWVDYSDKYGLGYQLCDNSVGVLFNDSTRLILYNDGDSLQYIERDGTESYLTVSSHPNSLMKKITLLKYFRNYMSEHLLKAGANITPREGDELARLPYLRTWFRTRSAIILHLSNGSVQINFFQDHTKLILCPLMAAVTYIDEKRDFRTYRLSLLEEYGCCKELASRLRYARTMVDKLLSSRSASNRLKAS
EPAC2 antagonist – blocks human EPAC2 exchange factor. 0.18% of 360,000 active. AID 720708. EPAC2 GEF exchange of Rap1B-BODIPY-GDP, fluorescence. Potency, µM (titrated, usually from 114 µM), for inactives: top-dose activity, negative = inhibition, most hits filed as inhibitors. Q8WZA2; note: potency is the fitted concentration of half-maximal effect; % is set by controls: 0 for no effect and ±100 for the full control effect; nearly all actives have a fitted effect of over 45% in size; many of its hits are not listed in these tables
EPAC1 ag – EPAC1 (human) agonism; EPAC1 agonist qHTS, biochemical assay; response scale: 100% = response to 6.5 mM cAMP; Potency, µM (doses to about 154 µM), for inactives: at the top dose activation, actives largely listed as activators; 0.073% of 360,000 active; AID 720707; note: potency is the fitted concentration of half-maximal effect; nearly all actives have a fitted effect of over 60% in size
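Fluorescent GDP-exchange assay: 100 nM EPAC1 with 250 nM Rap1B preloaded with BODIPY-GDP and 50 uM GDP; compounds tested as concentration series, 5 min at room temperature, then read every 5 min for 30 min (ex 480/em 540 nm); normalized to 6.5 mM cAMP.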
Mm-Cpn inhibitor – M. maripaludis TRiC chaperonin inhibition. Potency, µM (top dose mostly 76.9 µM), for the others: top-dose activity, negative = inhibition, actives largely listed as inhibitors. purified Mm-Cpn ATPase, ADP Transcreener TR-FRET. 0.031% of 330,000 active; note: potency is the fitted concentration of half-maximal effect; % is set by controls: 0 for no effect and ±100 for the full control effect; nearly all actives have a fitted effect of over 80% in size
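ATPase turnover read by TR-FRET ADP competition (Eu cryptate antibody/ADP-d2, 665/590 nm): 10uM ATP final, 25nM Mm-CPN final, 30 min 37degC after 10-min compound preincubation, pH 7.4 Tris/KCl/MgCl2/DTT buffer.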
EPAC1 antagonist – antagonists of human EPAC1; O95398; Potency, µM (doses to about 115 µM), inactives show at the top dose activity change, negative = inhibition, usual class: inhibitors; 0.14% of 360,000 active; EPAC1 GEF assay, Rap1b-BODIPY-GDP exchange fluorescence;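 note: potency is the fitted concentration of half-maximal effect; plate controls were vehicle for no effect and positive control for full effect; nearly all actives have a fitted effect of over 50% in size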
* marks the source's active call; other numbers are inactive results; ? = inconclusive; . = no result given; [ ] = dose if it differs, or a comment. Unless noted, calls come from the whole dose curve; as a rule, active = well fitted curve in the direction sought with a large enough effect; inconclusive = small, poorly fitted or top-dose-only effect, or another doubt; inactive = no such curve, though single readings can be large; an effect the other way counts as inactive or inconclusive. An excerpt (hit frequency here may not be typical).

Molecule	CCT modulator	WRN inhibitor	EPAC1 ag	EPAC1 antagonist	EPAC2 antagonist	PLK1 PBD inh	Mm-Cpn inhibitor	PI5P4K alpha inh
O=c1c2ccccc2nnn1-c1ccccc1	0.0	0%	-7%	6%	18%	-4%	.	-9
COc1ccc(-c2nnc(SCC(=O)N3CCCC(C)C3)o2)c(OC)c1 (configuration not stated)	1.4	-6%	5%	8%	-4%	-6%	0%	.
CC(=O)c1cccc(NC(=O)C(C)OC(=O)CCn2c(C)csc2=O)c1 (configuration not stated)	0.2	-2%	9%	?	-13%	-10%	-2%	2
CC(=O)OCCCNc1cc(SCc2ccco2)c2nonc2c1[N+](=O)[O-]	1.6	22µM*	9%	?	-9%	?	-1%	-51*
CC(=O)Nc1ccc(C=NNc2ccc(S(=O)(=O)Nc3ccccc3C(=O)O)cc2[N+](=O)[O-])cc1	-1.3	?	1%	79µM*	50µM*	21µM*	-11%	-92*
O=C(O)c1cc(Sc2ccc(Br)cc2)nc2ccccc12	0.5	4%	-6%	7%	-4%	?	-2%	9
CCCNCC(=O)Nc1cccc(S(=O)(=O)NC2=NCCCCC2)c1	-0.9	?	3%	-4%	2%	0%	-2%	-9
COc1cccc(CC(=O)OCC(=O)N(C)CC(=O)Nc2ccc(F)cc2)c1	-2.0	-10%	-3%	-4%	-7%	-4%	-1%	9
CN(C(=O)c1ccccc1)c1nc2ccccc2s1	-1.3	0%	7%	-8%	8%	-10%	-2%	2
CCOC(=O)c1ccc(NC(=S)N(CCCN2CCCC(C)C2)Cc2cccs2)cc1 (configuration not stated)	-0.6	-1%	-2%	-4%	-6%	-12%	2%	2
COc1ccccc1N1CCN(C2CC(=O)N(c3cccc(Cl)c3)C2=O)CC1 (configuration not stated)	-1.7	3%	-1%	10%	17%	0%	2%	6
COC(=O)c1nnc(-c2ccccc2)c(-c2ccccc2)n1	1.7	-12%	2%	6%	8%	-10%	-1%	.

The listing continues.
Molecule	CCT modulator	WRN inhibitor	EPAC1 ag	EPAC1 antagonist	EPAC2 antagonist	PLK1 PBD inh	Mm-Cpn inhibitor	PI5P4K alpha inh
COC(=O)C1=C(CSc2nncn2C)NC(=O)NC1c1cc(C)ccc1C (configuration not stated)	-5.7	-6%	1%	2%	-2%	-7%	0%	-8
O=C(N/N=C/c1ccc(Br)cc1)c1ccccc1-n1cccc1	-0.7	-15%	22%	-3%	-2%	1%	1%	.
CC(C)(C)Cc1c(C2CCCCC2)nc2ccc(Cl)cn12	1.9	-11%	0%	-17%	-19%	-3%	.	0
CCOC(=O)CNC(=O)CSc1nnc(NC(=O)c2ccc3c(c2)OCO3)s1	-1.7	-24%	25%	-12%	12%	-7%	-1%	-1
NNC(=O)c1cccn(Cc2cccc(C(F)(F)F)c2)c1=O	-2.9	-5%	-8%	-18%	-5%	-13%	4%	6
CCc1cc2c(COC(=O)c3cccc(S(C)(=O)=O)c3)cc(=O)oc2cc1O	2.8	-6%	12%	-8%	-16%	-5%	-1%	?
CN1C(=O)/C(=C/c2ccc(OCc3ccccc3F)cc2)N(C)C1=S	-0.6	-12%	6%	-8%	6%	-15%	0%	-4
COc1cc(OC)cc(N(C(=O)CNC(=O)c2ccco2)C(C(=O)NCC2CCCO2)c2ccccc2)c1 (configuration not stated)	-1.3	4%	13%	-1%	2%	-17%	1%	-4
COc1ccc(OC)c(S(=O)(=O)N2CCC(C(=O)NCCc3ccc(OC)c(OC)c3)CC2)c1	-2.9	-3%	0%	-8%	-12%	-10%	0%	5
CCN(/C(N)=N/c1nc(C)cc(C)n1)c1ccccc1	-1.9	15%	9%	2%	0%	27µM*	-1%	0
CCOC(=O)[C@H]1[C@H]2COc3ccc(Br)cc3[C@@H]2N2C(=O)c3ccc(F)cc3NC(=O)[C@@]12C	0.1	-6%	2%	-11%	-8%	-9%	-18%	?
CCC(C)Nc1nc(-c2ccc3c(c2)NC(=O)CO3)cs1 (configuration not stated)	-3.7	-9%	-1%	-19%	-14%	30µM*	-3%	3

The listing continues:
Molecule	CCT modulator	WRN inhibitor	EPAC1 ag	EPAC1 antagonist	EPAC2 antagonist	PLK1 PBD inh	Mm-Cpn inhibitor	PI5P4K alpha inh
Cc1ccnc(NC(c2cccnc2)c2ccc3cccnc3c2O)c1 (configuration not stated)	-2.7	-3%	5%	-25%	-16%	?	-1%	-2
COc1ccc(-n2cnnc2SCC(=O)Nc2cc(C(C)(C)C)nn2-c2ccccc2)cc1	0.7	-5%	-2%	-12%	-8%	-2%	1%	0
C=CCNc1nc(C(=O)OCC(=O)NCc2ccccc2OC)cs1	-2.2	-10%	-4%	-7%	-2%	-9%	1%	-4
O=C(Nc1c(Cl)cccc1Cl)c1cc(=O)n(Cc2ccccc2)c(=O)[nH]1	-1.0	0%	6%	12%	1%	-5%	-1%	.
Cc1ccc(S(=O)(=O)Nc2ccc(-n3cnnn3)cc2)c(C)c1	0.7	2%	1%	4%	-11%	1%	0%	-2
COc1cccc(CC2(CO)CCCN(Cc3cn[nH]c3-c3ccc(F)cc3)C2)c1 (configuration not stated)	-1.5	0%	2%	0%	18%	-6%	-2%	0
CN(C)CCNc1cnn(-c2ccccc2)c(=O)c1Cl	1.0	2%	-7%	-7%	-1%	-1%	-1%	-6
CC(=O)Cc1nsc(Nc2ccc(C)cc2)n1	-3.8	1%	1%	13%	-3%	27µM*	3%	2
Cc1ccc(NC(=S)NC(=O)c2ccc(F)cc2)cc1S(=O)(=O)Nc1cccc(Cl)c1	-0.8	-5%	20%	-23%	0%	-26%	-5%	-7
COc1ccc(/C=N/NC(=O)COc2cc(C)cc(C)c2)cc1COC(C)=O	1.7	-6%	-1%	8%	-1%	-5%	0%	4
Cc1nnc(N/N=C/c2ccccc2C(F)(F)F)n1N	1.1	23%	2%	-5%	4%	-3%	0%	2
COc1ccc(C(=N/O)/C(=N/O)c2ccc(OC)cc2)cc1	-0.8	-7%	0%	2%	-2%	-6%	1%	.

Later entries:
Molecule	CCT modulator	WRN inhibitor	EPAC1 ag	EPAC1 antagonist	EPAC2 antagonist	PLK1 PBD inh	Mm-Cpn inhibitor	PI5P4K alpha inh
CC1(C)Cc2c(C#N)c(N)sc(=S)c2CO1	-2.2	-3%[57.1 µM]	-4%	-7%	-3%	-11%	-11%	.
CCCc1cc(=O)oc2cc(C)cc(OC(C)C(=O)NCc3cccnc3)c12 (configuration not stated)	-3.9	3%	0%	-5%	2%	-26%	-3%	0
O=C(Cc1csc(Nc2nc(=S)[nH]c3ccccc23)n1)NCCCN1CCN(c2ccccc2F)CC1	-1.4	-15%	-1%	-13%	-1%	-14%	-12%	-11
CC1CCN(S(=O)(=O)c2cccc(-c3csc(-c4cccnc4)n3)c2)CC1	-0.3	-17%	-12%	1%	8%	-7%	-28%	13
COc1ccc(N2CCN(c3ccc(N4C(=O)CC(C)C4=O)cc3[N+](=O)[O-])CC2)cc1 (configuration not stated)	2.3	-5%	3%	-1%	?	8%	1%	4
CSCCC(NC(=O)c1ccco1)C(=O)NCc1ccc2c(c1)OCO2 (configuration not stated)	-1.9	4%	2%	2%	5%	-2%	-1%	0
COc1cc(C(=O)N2CCC2(C)C(=O)O)cc(OC)c1OC (configuration not stated)	1.1	8%	-5%	11%	3%	-9%	.	0
CCOC(=O)C(C(=O)OCC)[C@@H]1CS(=O)(=O)C[C@H]1C(C(=O)OCC)C(=O)OCC	-3.9	-5%	-3%	-6%	-3%	-6%	-1%	-4
CCN(CC)S(=O)(=O)c1cccc(C(=O)N2CC(O)CC2C(=O)O)c1 (configuration not stated)	-0.9	8%	-12%	1%	6%[57.1 µM]	0%	1%	3
CCOc1nc(SCCOc2ccc(Cl)cc2Cl)nc(N(C)C)n1	2.8	-9%	-3%	-22%	-9%	-2%	2%	23
O=C(NCc1cccnc1)c1ccccc1[N+](=O)[O-]	0.8	-9%	-6%	-27%	3%	-13%	1%	2
COC(=O)c1cccc(C(=O)N2CCCC(C(=O)c3ccccc3OC)C2)c1 (configuration not stated)	-0.7	2%	-18%	-1%	5%	6%	2%	-1

Reprinted from the part before: two compounds; new compounds follow.
Molecule	CCT modulator	WRN inhibitor	EPAC1 ag	EPAC1 antagonist	EPAC2 antagonist	PLK1 PBD inh	Mm-Cpn inhibitor	PI5P4K alpha inh
O=C(NCc1cccnc1)c1ccccc1[N+](=O)[O-]	0.8	-9%	-6%	-27%	3%	-13%	1%	2
COC(=O)c1cccc(C(=O)N2CCCC(C(=O)c3ccccc3OC)C2)c1 (configuration not stated)	-0.7	2%	-18%	-1%	5%	6%	2%	-1
Cc1ccc(S(=O)(=O)NN=C(c2ccccc2)c2cccs2)cc1	-0.9	-4%	-3%	-5%	-15%	-6%	.	-19
O=C(OCc1ccccc1)N1CCC2CC1c1cc(Cl)ccc12 (configuration not stated)	-0.8	-7%	-3%	-21%	-1%	7%	.	12
COC(=O)C1OC(OC2CC[C@]3(C)C(CC[C@@]4(C)[C@@H]3CC=C3[C@@H]5CC(C)(C)CC[C@]5(C(=O)OC5OC(CO)C(O)C(O)C5O)CC[C@]34C)C2(C)C)C(O)C(O)C1O[C@H]1OCC(O)C(O)C1O (some centres not stated)	1.2	2%	-18%	27%	10%	-11%	3%	-15
CC1C(=O)N2CCCc3cc(NC(=O)C(=O)NCCc4c[nH]c5ccccc45)cc1c32 (configuration not stated)	1.5	3%	-6%	7%	7%	0%	-4%	0
O=C1c2ccccc2C(=O)N1CCc1csc(-c2ccccc2)n1	-0.1	-1%	14%	-23%	-7%[57.1 µM]	-10%	4%	11
O=C(NC1CCCC1)c1ccc(S(=O)(=O)N2CCOCC2)cc1	0.7	3%	7%	0%	-22%	-11%	-20%	2
O=C(O)C1C2CCC(C2)C1C(=O)NCCc1cccc(Cl)c1 (configuration not stated)	-2.4	-14%	-1%	-8%	3%	-9%	-3%	-4
COc1ccc(S(=O)(=O)c2c(C)c(NS(=O)(=O)c3ccccc3)cc(C)c2O)cc1	-0.1	-17%	2%	-4%	-6%	-2%	1%	-4
